Bioassay records deposited in PubChem by several laboratories.
MT1-MMP act inh – blockers of MT1-MMP proenzyme processing, primary screen, HT1080 RFP-PRO-GFP cells, GFP/RFP fluorescence | Matrix metalloproteinase-14 (Homo sapiens), P50281 | GFP/RFP ratio fluorescence, overnight; percent of plate control window, DMSO zero | GFP/RFP ratio change, % at 20 µM | 0.061% of 360,000 active | AID 651647, 2012;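 active = GFP/RFP ratio change of at least 30% with cell ATP level not reduced by more than half and red fluorescence within 50% of control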; also: strong numbers were not always called active
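Material – HT1080 RFP-PRO-GFP cells · Control set – DMSO wells and RFP-L50D-GFP cells · Incubation – overnight cell settling, then overnight compound exposure, 37 °C, 5% CO2 · Compound dosing – single-point 20 µM compound, 1% DMSO · Read-out – GFP/RFP fluorescence ratio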
Rin1-Abl PPI inh – inhibitors of Rin1-Abl protein binding, primary screen, biochemical, TR-FRET; inhibition, % at 7.35 µM; Tyrosine-protein kinase ABL1 (Homo sapiens) + Ras and Rab interactor 1 (Homo sapiens), …; 0.4% of 360,000 active; in the data active = inhibition above about 5%, passing the limit was not always enough
CSN inh – inhibitors of CSN-mediated cullin deneddylation, primary screen, biochemical, fluorescence polarization, uHTS. AID 651999, 2013. inhibition, % at 12.5 µM. COP9 signalosome complex subunit 5 (Homo sapiens), Q92905. Purified CSN, SCF-Nedd8-OG deneddylation. 0.38% of 360,000 active;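 active = pattern-corrected inhibition above about 35%, with an unprinted fluorescence ratio check between 0.5 and 1.5, limit read from the data, passing the limit was not always enough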;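 also: 0% = enzyme with substrate and 100% = substrate without enzyme; some results filed as inactive read as strong as hits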
Target sequence (Q92905 whole entry, looked up, one chain of several): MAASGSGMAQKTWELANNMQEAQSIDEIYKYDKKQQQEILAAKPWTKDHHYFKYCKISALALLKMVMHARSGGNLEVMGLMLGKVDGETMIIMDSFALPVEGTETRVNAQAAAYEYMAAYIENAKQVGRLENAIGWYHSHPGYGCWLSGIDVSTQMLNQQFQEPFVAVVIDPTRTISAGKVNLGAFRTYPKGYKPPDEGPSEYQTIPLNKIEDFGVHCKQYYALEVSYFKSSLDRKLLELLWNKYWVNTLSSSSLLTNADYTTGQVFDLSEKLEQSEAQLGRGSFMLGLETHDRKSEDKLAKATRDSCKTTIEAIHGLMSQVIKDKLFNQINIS
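Material: human Csn5 produced in HEK293T cells; Input: enzyme 0.24 nM; Reagent: SCFSkp2-Nedd8OG substrate at 10 nM final; Dosing: 12.5 µM compound; Incubation: 90 min reaction at room temperature; Detection: fluorescence polarization of the substrate; Evaluation: % inhibition of substrate cleavage by Csn5; Control set: substrate-only high control, full reaction low control.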
MsrA inhibitor – bovine MsrA enzyme inhibitors, primary screen, biochemical, absorbance, HTS | Methionine sulfoxide reductase A (Bos taurus) | purified bovine MsrA, absorbance read-out | inhibition, % at 15.5 µM | 0.75% of 360,000 active | AID 651718, 2012; in the data active = inhibition above about 4.5%;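 also: 0% = vehicle wells with enzyme and 100% = reference inhibitor wells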
eLon inh – inhibitors of E. coli Lon protease, primary screen, biochemical, fluorescence polarization; P0A9M0; purified E. coli Lon protease; inhibition, % at 7.94 µM; 0.42% of 360,000 active; AID 602123, 2011; in the data active = inhibition above about 13%, passing the limit was not always enough;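 also: 0% = enzyme with probe and DMSO and 100% = no enzyme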
MsrA act – bovine MsrA enzyme activators, primary screen, biochemical, absorbance, HTS. purified bovine MsrA, absorbance read-out. activation, % at 10.6 µM. 0.3% of 360,000 active; in the data active = activation above about 7.5%;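 also: 0% = vehicle and 100% = reference activator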
FAS TE block – FAS thioesterase domain inhibitors, primary screen, biochemical, fluorescence intensity, uHTS; inhibition, % at 15 µM; Fatty acid synthase (Homo sapiens), P49327; 0.67% of 360,000 active; recombinant FAS-TE, OMFH fluorogenic substrate, fluorescence endpoint; AID 602261, 2012;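 active = compounds whose normalised, plate-corrected inhibition of enzyme fluorescence in the single-dose primary screen is 50% or more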;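 also: 0% = DMSO with enzyme and 100% = substrate without enzyme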
Rpn11 inh – Rpn11 (PSMD14) deubiquitinase inhibitors, primary screen, biochemical, fluorescence polarization, uHTS; 26S proteasome non-ATPase regulatory subunit 14 (Homo sapiens), O00487; AID 588493, 2011; calls only at 20 µM; human 26S proteasome, Ub4-pepOG fluorescence polarization; 20S core pre-blocked with epoxomicin; 0.59% of 360,000 active;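 active = inhibition at 20 µM, scaled to each plate's controls, above about 33%, limit read from the data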
Target sequence (O00487 whole entry, looked up): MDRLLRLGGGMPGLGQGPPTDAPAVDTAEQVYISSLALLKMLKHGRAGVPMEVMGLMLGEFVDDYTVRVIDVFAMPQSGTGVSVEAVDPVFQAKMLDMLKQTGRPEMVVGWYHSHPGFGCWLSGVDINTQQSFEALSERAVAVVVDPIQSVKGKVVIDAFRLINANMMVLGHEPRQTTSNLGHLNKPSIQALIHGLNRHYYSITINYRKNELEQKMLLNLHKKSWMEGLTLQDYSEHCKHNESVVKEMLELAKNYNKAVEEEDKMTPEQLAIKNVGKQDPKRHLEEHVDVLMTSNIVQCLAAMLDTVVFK
PABP1 MLLE inh – inhibitors of PABP1 MLLE–PAM2 peptide binding, primary screen, biochemical, fluorescence polarization, FITC-PAM2, GST-MLLE | Polyadenylate-binding protein 1 (Homo sapiens), P11940 | inhibition, % at 20 µM | 0.36% of 360,000 active; in the data active = inhibition above about 35%, passing the limit was not always enough;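 also: plate controls were DMSO wells with GST-MLLE for no effect and wells lacking GST-MLLE protein for full effect; some results filed as inactive read as strong as hits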
The depositor's hits bear a star; i = inactive; . = not tested or not shown.

SMILES	MT1-MMP act inh	Rin1-Abl PPI inh	CSN inh	MsrA inhibitor	eLon inh	MsrA act	FAS TE block	Rpn11 inh	PABP1 MLLE inh
CN(C)/C=C/C(=O)c1cnc(-c2ccccn2)s1	-3	0	5	2.2	0	-8	0	i	6
COc1ccccc1OCCNC(=O)c1ccc2c(c1)CCC2	1	1	4	0.5	1	-1	2	i	3
O=C1CCCCN1CCC(=O)N1CCCC(N2CCN(c3ccccc3)CC2)C1 (centres undefined)	-2	0	0	-0.4	-7	-2	-3	i	7
O=C(CCN1C(=O)/C(=C/c2ccccc2)SC1=S)Nc1cccnc1	4	2	1	0.0	2	-2	3	i	14
COc1ccc(S(=O)(=O)N2CCCCC2)cc1C(=O)N1CCCCCC1	3	1	0	1.0	-3	-2	-4	i	-16
O=C(CCCn1c(=S)[nH]c2cc3c(cc2c1=O)OCO3)NCc1ccccc1Cl	-2	1	-4	1.1	-8	-1	-9	i	-83
CCOc1ccc(N=C(C)c2ccccc2O)cc1	1	-3	6	-0.7	4	-2	-5	i	-8
COc1ccccc1/C=C/C=N/N1CCN(Cc2cccc3ccccc23)CC1	1	-1	-2	2.6	2	-3	18	i	11
O=C(COc1cccc(C(F)(F)F)c1)Nc1cccc(S(=O)(=O)NC2=NCCCCC2)c1	-10	-4	-1	-0.4	4	-1	3	i	4
CSc1ccc(CCNS(=O)(=O)c2csc(C(N)=O)c2)cc1	5	0	-11	0.4	0	-3	1	i	-11
Clc1ccc(OCCn2ccnc2)c(Br)c1	-5	1	-2	-1.7	-5	-12	-15	i	1
COc1ccc(OCC(=O)Nc2ccccc2O)cc1	1	-2	-3	.	-2	-3	-4	i	6

The closing 3 records of the part above are carried over, then new ones follow:
SMILES	MT1-MMP act inh	Rin1-Abl PPI inh	CSN inh	MsrA inhibitor	eLon inh	MsrA act	FAS TE block	Rpn11 inh	PABP1 MLLE inh
CSc1ccc(CCNS(=O)(=O)c2csc(C(N)=O)c2)cc1	5	0	-11	0.4	0	-3	1	i	-11
Clc1ccc(OCCn2ccnc2)c(Br)c1	-5	1	-2	-1.7	-5	-12	-15	i	1
COc1ccc(OCC(=O)Nc2ccccc2O)cc1	1	-2	-3	.	-2	-3	-4	i	6
Cc1cc(NS(=O)(=O)c2ccc(NC(=O)CNS(=O)(=O)c3ccccc3)cc2)nc(C)n1	-2	0	-4	0.7	0	-7	-5	i	-2
CCN(CC)S(=O)(=O)c1ccc2[nH]cc(C(=O)NC3CC3)c(=O)c2c1	4	-3	1	2.5	0	-3	-2	i	-2
CCNc1nc(NCC)n2c(SCC(=O)Nc3ccc(C)c(C)c3)nnc2n1	4	1	2	0.3	-22	-3	-6	i	8
Nc1ccccc1Nc1ccccc1	-1	-6	6	-1.2	-18	0	-7	i	-30
CC1(Cc2ccc(Cl)cc2)C(=O)Nc2ccc(S(=O)(=O)NC3CCCCC3)cc21 (centres undefined)	-6	-4	3	0.8	-4	-1	22	i	4
Cc1ccc(C(C)C)c(O)c1C(=O)O	2	-3	3	-0.6	-5	-2	-2	i	-9
O=C(/C=C/[C@H]1O[C@@H](n2cnc3c(NC(=O)c4ccccc4)ncnc32)[C@H](O)[C@@H]1O)NCC1CCCCC1	4	-1	-3	-0.1	3	-2	-12	i	-11
COc1cc(O)c(C(CC(=O)N2CCOCC2)c2ccc(N(C)C)cc2)c(OC)c1 (centres undefined)	0	0	1	0.2	-7	-2	-9	i	7
O=c1cc(N2CCCCC2)c(-c2ccccc2)nn1Cc1cccc(F)c1	-2	0	1	2.8	7	-10	36	i	-3
CCOCC(=O)Nc1c(C(=O)Nc2ccc3c(c2)OCO3)oc2ccccc12	-3	-1	6	1.6	-12	-3	14	i	-5
O=C(CCCn1c(SCC(=O)c2ccc(F)cc2)nc2ccccc2c1=O)NCc1ccco1	1	1	0	1.1	3	1	-10	i	2
O=C(NCc1ccccc1)c1cc[n+](CC(=O)c2cccs2)cc1	-2	0	-1	-0.7	-4	-1	-2	i	5
CCc1ccc(/C=C2\SC(N3CCCC3)=NC2=O)cc1	0	-6	6	4.8*	3	-5	-1	i	10
c1cncc(Cc2cc3ccccc3[nH]2)c1	-1	-1	2	0.2	0	0	-13	i	-10
C=CC(=O)Nc1cccc(CN2C(=O)N(c3cc(OC)cc(OC)c3)Cc3cnc(NCCCCN(CC)CC)nc32)c1	0	.	-2	.	.	.	-8	i	5
c1ccc2c(C(c3nnnn3-c3ccc4c(c3)OCCO4)N3CCCCC3)ccnc2c1 (centres undefined)	-4	.	0	-1.1	3	-5	4	.	.
O=c1[nH]c(CN2CCCCC2)nc2ccccc12	4	-1	-3	0.7	1	-1	-10	i	9
O=C(O)CCc1ccc(-c2ccc(Cl)cc2)n1NC(=O)c1ccc(O)cc1	4	1	-2	-0.9	10	-11	-11	i	7
CCCCCCSc1nc(O)c(C2OC(=O)c3c2ccc(OC)c3OC)c(=O)n1-c1ccccc1 (centres undefined)	1	-2	12	0.0	1	4	-1	i	9
Cc1ccc(CN2CCN(Cc3ccc(-n4cccn4)cc3C)CC2CCO)cc1 (centres undefined)	-1	1	-3	0.2	6	-1	0	i	6
CCOC(=O)Cc1csc(NC(=O)Cc2ccc(Cl)cc2)n1	1	4	-3	-1.3	3	-2	1	i	-2
Cn1cccc1C(=S)N=P(C1CCCCC1)(N1CCOCC1)N1CCOCC1	1	0	4	0.8	-12	-7	-3	i	0
CC[C@H]1C/C=C\Cc2ccccc2[C@@H](C(=O)C[C@@H](O)CC(C)=O)OC1=O	0	-1	-4	0.1	-5	-5	0	i	14
CCOc1cccc(-c2c(C(=O)N/N=C(\C)c3ccncc3)nnn2-c2nonc2N)c1	-11	2	-3	1.2	6	-7	-3	i	-15
Cc1cc(S(=O)(=O)n2[nH]c(=O)c(CCO)c2C)c(Cl)cc1Cl	0	3	7	0.8	-6	-7	-4	i	-3
Cc1ccc2cc(CN(Cc3nnnn3Cc3ccco3)CC3CCCO3)c(=O)[nH]c2c1C (centres undefined)	-9	3	1	1.8	1	0	-2	i	19
CCCCOC(=O)NC(NCC(O)c1ccccc1)(C(F)(F)F)C(F)(F)F (centres undefined)	2	3	0	0.0	0	-3	-5	i	-1
CNC(=O)c1ccc2snnc2c1	0	-1	-2	2.4	-2	2	-4	i	1
CC1(C)OC(=O)N(CC(=O)Nc2cccc(C(F)(F)F)c2)C1(C)O (centres undefined)	1	3	-5	1.6	3	-1	-4	i	-7
CCOc1ccc(CN2CCN(Cc3cccc4nonc34)CC2CCO)cc1 (centres undefined)	6	4	-4	0.6	-10	-3	-7	i	-10
Oc1ccc2ccccc2c1C=Nc1ccc(Cl)cn1	-6	-3	3	0.9	-3	-3	-8	i	-10
CCc1cccc(CC)c1-n1c(SCC(=O)c2c(N)n(C)c(=O)n(C)c2=O)nnc1-c1cccnc1	2	0	4	-0.8	5	-1	-6	i	-68
O=C(NCC12CC3CC(CC(C3)C1)C2)c1nc2ncccn2n1	10	-2	-1	-0.7	12	-2	-4	i	5
O=C(COc1cc2oc(=O)cc(-c3ccccc3)c2cc1Cl)NC(Cc1c[nH]c2ccc(O)cc12)C(=O)O (centres undefined)	-2	-3	1	1.1	-2	-5	20	i	0
CCCC(=O)Nc1nc(C)c(-c2csc(Nc3ccc(Cl)cc3)n2)s1	1	2	12	-0.1	-11	-8	19	i	-14
CC1Cc2nc(SCC(=O)N3CCCC3)n(C)c(=O)c2S1 (centres undefined)	1	-2	2	1.8	-14	-4	-9	i	5
CCOc1cc(/C=N\NC(=O)CN2CCOCC2)ccc1OCc1ccc(F)cc1	7	1	-5	1.1	-11	-2	-6	i	0
CCSC(=Nc1ccccc1)C1=C(O)COC1=O	6	-2	-2	-1.9	-1	-4	0	i	-1
COc1ccccc1NC(=O)N1CCN(C)CC1	3	1	-8	0.7	2	-3	-3	i	12
COC(=O)C1=C(C(=O)OC)SC2(S1)C(C(=O)OC)=C(C(=O)OC)SC1=C2c2cc(C)cc(C)c2NC1(C)C	-5	-2	2	4.2	-1	-3	-5	i	0
COc1cccc(CNC(=O)CCC2CCCN(c3cc(C)nc(N)n3)C2)c1 (centres undefined)	0	-2	2	-1.5	1	-5	-10	i	2
COc1ccc(COCC(O)CN2CC(C)OC(C)C2)cc1OC (centres undefined)	-5	-1	3	1.9	2	0	-4	i	-6
CC1(C)CC(=O)C(Sc2ccc(Br)cc2)=C(O)C1	-4	2	-5	0.2	-5	-3	-1	i	15
Cc1ccc(S(=O)(=O)N2CCC(C(=O)N[C@@H](C)C(=O)Nc3ccc4c(c3)OCO4)CC2)cc1	3	0	-1	-0.9	-8	-12	-8	i	1
O=C(O)CCCC(=O)Nc1ccccc1SCCS(=O)(=O)c1ccc(Cl)cc1	0	1	-5	-0.6	-11	-3	-6	i	36
CC(=O)c1cccc(NC(=O)C2Cc3c(-c4cccc(C(C)=O)c4)ccnc3O2)c1 (centres undefined)	-5	0	0	0.2	0	-4	5	i	3
COC(=O)C1N[C@@H]([C@@H](NC(=O)COc2ccccc2)C(=O)NCc2ccc(OC)cc2)SC1(C)C (some centres undefined)	2	2	-5	-1.3	4	3	0	i	-2
Cc1cc(C)c(NC(=S)NCCO)c(C)c1	2	-1	0	-1.1	-9	1	-5	i	1
O=C(Cn1cc([N+](=O)[O-])cn1)Nc1ccn(Cc2c(F)c(F)c(F)c(F)c2F)n1	2	4	0	1.2	13	2	1	i	-10
COc1ccc(C(C(=O)NC2CCCCC2)N(C(=O)c2ccccn2)c2cccnc2)c(OC)c1 (centres undefined)	-2	3	1	-0.2	-1	-1	-7	i	-3
COc1ccc(C2NC(=S)N3C(c4ccc(OC)cc4)NC(=S)N23)cc1 (centres undefined)	-2	1	3	1.5	-9	-1	-2	i	-12
CC(=O)c1ccc(NC(=O)Nc2cccc(Cl)c2)cc1	0	-1	-2	0.7	-15	-4	9	i	-4
O=C(C(Cc1ccccc1)n1cccc1)N1CCc2ccccc21 (centres undefined)	-6	-1	-1	2.2	2	-3	26	i	6
COc1cc(C2c3c(oc4cc(C)c(C)cc4c3=O)C(=O)N2c2cc(C)ccn2)ccc1O (centres undefined)	-4	3	-1	0.3	-6	-1	9	i	10
COc1ccc(Cc2n[nH]c(=S)n2NC(=O)Nc2ccc(Cl)c(Cl)c2)cc1	-1	1	1	-2.4	10	0	27	i	-52
CCC(=O)Nc1ccc2nc(SCC(=O)N3CCCC3)sc2c1	1	-2	2	.	-3	-1	-6	i	0
